NPY1 pot ag = human NPY-Y1 potentiation or agonism, primary screen. activation, % at 3.6 µM. P25929. NPY-Y1 expressing cells, potentiator/agonist activation. AID 1304. hit rate 0.37% among 220,000; in the data active means activation above about 33%, passing the limit was not always enough;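 further: cells stimulated with NPY at EC10 then isoproterenol at EC100; 0% = low agonist plus stimulus and 100% = saturating agonist plus stimulus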
Hck Nef HTS = blocks Nef-activated human Hck kinase | Recombinant Hck-YEEI plus Nef, Z-Lyte FRET kinase assay | hit rate 0.68% among 220,000 | P08631 | inhibition, % at 20 µM;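 active means Hck-Nef kinase inhibition above about 50%, limit read from the data; inactive means inhibition below that limit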;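 further: 0% = DMSO with Hck plus Nef and 100% = Hck alone without Nef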
Target sequence (P08631 whole entry, looked up): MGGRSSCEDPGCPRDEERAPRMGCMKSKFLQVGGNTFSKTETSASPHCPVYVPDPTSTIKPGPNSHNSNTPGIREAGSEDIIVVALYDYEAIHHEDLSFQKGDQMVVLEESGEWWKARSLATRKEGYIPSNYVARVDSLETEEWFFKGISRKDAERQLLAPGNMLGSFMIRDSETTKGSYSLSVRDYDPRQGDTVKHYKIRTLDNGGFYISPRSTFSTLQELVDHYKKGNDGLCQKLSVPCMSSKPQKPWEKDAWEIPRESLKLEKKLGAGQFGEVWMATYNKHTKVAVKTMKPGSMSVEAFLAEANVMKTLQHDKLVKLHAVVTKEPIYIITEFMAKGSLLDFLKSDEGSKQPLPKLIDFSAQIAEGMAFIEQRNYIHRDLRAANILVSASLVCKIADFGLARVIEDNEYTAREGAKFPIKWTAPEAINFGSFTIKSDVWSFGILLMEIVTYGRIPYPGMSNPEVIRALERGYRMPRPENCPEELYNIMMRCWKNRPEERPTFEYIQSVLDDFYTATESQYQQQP
Runt-SMMHC FRET = Runt domain-CBFb-SMMHC interaction inhibition | AID 1434 | inhibition, % at 20 µM | Q01196+Q13951 | Cerulean-Runt/Venus-CBFb-SMMHC FRET ratio 530/480, 1 h | hit rate 0.74% among 220,000;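 active means mean inhibition across duplicate retests at 20 µM reaching about 50%, limit read from the data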;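 further: 0% = DMSO wells and 100% = wells with excess untagged CBFb-SMMHC; inhibitors lower the FRET ratio by blocking Runt binding to CBFb-SMMHC; some results filed as inactive read as strong as hits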
Runt-CBFb FRET = inhibitors of human RUNX1 Runt domain binding to CBFb; Q01196+Q13951; Cerulean-Runt/Venus-CBFb FRET ratio 530/480, 1 h; inhibition, % at 20 µM; hit rate 0.46% among 220,000; AID 1496;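 active means inhibition over about 50% at 20 µM in the single-dose screen, limit read from the data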;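 further: 0% = DMSO wells and 100% = excess unlabeled CBFb competitor control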
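Doses: 20 µM compound in 1% DMSO | Material: Cerulean-labeled Runt domain protein | Amount: Each fluorescent fusion protein 100 nM | Schedule: Two 1 h room-temperature incubations shielded from light | Measured by: FRET fluorescence | Evaluation: Loss of energy transfer signal | Controls: Unlabeled CBFb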
Mdm2 ligase inh = Mdm2 E3 ligase (human) inhibition. cell-based MDM2 ubiquitination luciferase reporter, 2 h; 0 = plate control, 100 = twice control, blank-subtracted. Q00987. signal enhancement, % at 5 µM. hit rate 0.11% among 210,000. AID 1230;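 active means signal enhancement of 30% or more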;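 further: luminescence tracks abundance of the self-degrading MDM2-luciferase fusion protein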
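System: stable MDM2–luciferase fusion reporter cells / Input: 2000 cells seeded into each well / Schedule: 4 h settle plus 2 h compound, 37 °C / Compound: single-point 5 µM / Buffer or medium: cells held in DMEM / Benchmarks: control and blank well means / Evaluation: percent signal gain over controls, blank-subtracted / Measured by: luciferase luminescence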
RBBP9 inh = human RBBP9 hydrolase inhibition; O75884; recombinant RBBP9, FP-Rh probe fluorescence polarization; inhibition, % at 7.94 µM; hit rate 0.2% among 220,000; AID 1515;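 active means inhibition above the campaign mean of all tested compounds plus 3 SD, cut at about 14% in these data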;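 further: plate controls were DMSO wells with RBBP9 for no effect and wells lacking RBBP9 protein for full effect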
Target sequence (O75884 whole entry, looked up): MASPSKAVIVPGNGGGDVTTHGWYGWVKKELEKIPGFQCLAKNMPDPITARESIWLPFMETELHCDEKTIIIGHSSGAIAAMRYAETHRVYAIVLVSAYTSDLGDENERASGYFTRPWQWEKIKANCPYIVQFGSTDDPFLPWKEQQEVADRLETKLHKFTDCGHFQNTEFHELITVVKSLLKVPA
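Test system – recombinant human RBBP9 · Input – RBBP9 2.5 µM in dispensing solution, pre-mixing · Medium – Tris buffer pH 8.0, NaCl, Pluronic · Schedule – preincubation 30 min plus labeling 45 min at 25 °C · Measured by – fluorescence polarization · Measure – % inhibition · Controls – DMSO and no-protein wells · Replicates – one well per compound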
p97 inhibitor = blocks human p97 ATPase activity | P55072 | recombinant p97 ATPase, Kinase-Glo ATP luminescence, 3 h | inhibition, % at 8 µM | hit rate 0.42% among 220,000; in the data active means inhibition above about 15%;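 further: 0% = DMSO vehicle and 100% = wells lacking enzyme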
NPY Y1 blocker = antagonists of human neuropeptide Y receptor Y1. P25929. hit rate 1% among 200,000. inhibition, % at 3.6 µM. AID 1040. HEK293-CNG Y1 cells, membrane potential fluorescence; NPY at EC95, then isoproterenol;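 active means inhibition above the campaign mean inhibition of all tested compounds plus 3 SD, cut at about 20% in these data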;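 further: 0% = DMSO wells given NPY plus isoproterenol and 100% = isoproterenol alone without NPY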
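Material: Y1- and CNG-channel-expressing HEK293 cells / Probe or stimulus: NPY 25 nM then isoproterenol 1 µM plus Ro 20-1724 25 µM / Doses: 3.6 µM single dose, DMSO 0.4% / Schedule: compound incubation 1 h at room temperature, readout 45 min post-stimulation / Signal: membrane potential fluorescence / Benchmarks: isoproterenol-only wells as full block versus NPY-plus-isoproterenol wells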
NPY-Y2 PAM-ag = human NPY-Y2 potentiation or agonism, primary screen; P49146; cells expressing NPY-Y2, potentiator/agonist read-out; activation, % at 3.6 µM; hit rate 0.45% among 220,000; in the data active means activation above about 27%;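 further: cells stimulated with NPY near EC25 plus isoproterenol at EC100; 0% = vehicle plus submaximal agonist and 100% = vehicle plus saturating agonist; some results beyond the cut were filed as inactive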
Target sequence (P49146 whole entry, looked up): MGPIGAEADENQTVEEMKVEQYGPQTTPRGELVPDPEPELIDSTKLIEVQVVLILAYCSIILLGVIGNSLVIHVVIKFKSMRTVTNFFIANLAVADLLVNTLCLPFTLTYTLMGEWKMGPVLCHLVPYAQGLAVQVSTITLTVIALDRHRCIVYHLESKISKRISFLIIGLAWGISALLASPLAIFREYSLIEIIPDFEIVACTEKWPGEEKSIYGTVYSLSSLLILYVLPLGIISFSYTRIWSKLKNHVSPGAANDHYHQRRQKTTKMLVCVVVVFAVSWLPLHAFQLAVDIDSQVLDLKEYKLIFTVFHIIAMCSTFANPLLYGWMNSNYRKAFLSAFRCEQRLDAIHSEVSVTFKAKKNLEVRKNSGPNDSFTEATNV
* marks the source's active call; other numbers are inactive results; x = not tested or not shown. Rows were taken by chance. Share with any hit: about 3.5%.

SMILES | NPY1 pot ag | Hck Nef HTS | Runt-SMMHC FRET | Runt-CBFb FRET | Mdm2 ligase inh | RBBP9 inh | p97 inhibitor | NPY Y1 blocker | NPY-Y2 PAM-ag
CCOC(=O)c1nnn2c1nc(SCC(C)=O)c1ccccc12 | -20 | 13 | 0 | 0 | -9 | 1 | -1 | x | -5
Cc1[nH]c2ccccc2c1/C=N/Nc1nc(Nc2ccccc2)nc(N2CCOCC2)n1 | 18 | 5 | -5 | -2 | -10 | -9 | 9 | -2 | 18
O=C(NCc1nc2ccccc2[nH]1)C1=C[C@@H](c2ccc(Br)cc2)C[C@@H](OCCCCO)O1 | 11 | -7 | -1 | 2 | x | 2 | 5 | 1 | -3
CCCCC(=O)N/N=C/c1ccc(-c2ccc([N+](=O)[O-])cc2)o1 | 7 | 11 | -33 | 19 | -7 | 1 | 2 | -2 | 14
CC(C)N(CC#CCC(O)(c1ccccc1)C1CCCC1)CCO (stereo unspecified) | 10 | 15 | 2 | -2 | 5 | -7 | 3 | 3 | 8
CCn1nc(C(=O)OCC(=O)NC(C)C)c2ccccc2c1=O | -3 | 19 | 1 | -1 | -10 | -1 | 4 | 3 | 12
CCOc1ccccc1C(=O)N/N=C/c1cccc2cccnc12 | -29 | -1 | 2 | 3 | -12 | -8 | -11 | -2 | -25
Cc1ccc(-c2nc(N)sc2-c2ccc(C)cc2)cc1 | 7 | 25 | 2 | 5 | -8 | 7 | 0 | -1 | 6
O=C(Oc1cccc(Oc2ccccc2)c1)N1CCOCC1 | -9 | 1 | -1 | -1 | 8 | 0 | 1 | 0 | -3
C[C@H]1[C@H](C)CC[C@]2(C(=O)O)CC[C@]3(C)C(=CC[C@@H]4[C@@]5(C)C[C@@H](O)[C@H](O)C(C)(C)[C@@H]5CC[C@]43C)[C@H]12 | -16 | 1 | -13 | -14 | x | -9 | 5 | 4 | 10
CC(=O)N1CCc2ccc(C(=O)CN3CCN(c4cccc(C)c4C)CC3)cc21 | 15 | 9 | 1 | 0 | -11 | -4 | -2 | -1 | -6
CCCCC1=CC2=CC(=O)C(C)(OC(=O)CC)C(=O)C2=CN1C1CCCCC1 (stereo unspecified) | x | 20 | 9 | 4 | 2 | x | x | x | x
COc1ccc(Cl)cc1NC(=O)CSc1nnc(COc2ccccc2)n1N | 2 | -5 | 2 | -1 | -20 | -7 | -4 | -2 | -23
COc1ccc(Cl)cc1C(=O)N/N=C/c1ccc(N2CCOCC2)cc1 | -4 | -21 | -25 | -6 | 1 | 0 | 3 | -4 | -7
COC(=O)C1CCN(C(=O)Cc2ccc(C)cc2)CC1 | 17 | -2 | -4 | 0 | -1 | -4 | 2 | -6 | -3
Cc1cc(C)n2nc(SCCCC(=O)c3ccc(F)cc3)nc2n1 | -1 | 17 | -4 | 0 | 0 | -7 | 4 | 5 | -10
COc1ccc(C(=O)NCc2nnc(SCC(=O)N3CCc4ccccc43)o2)cc1OC | -4 | 3 | -2 | -1 | -13 | -6 | -1 | -3 | 10
CC(C)NC(=O)c1onc(CSc2ccccc2)c1C(=O)O | -33 | 0 | -1 | 0 | -10 | -8 | 0 | 8 | -9
CCOc1ccc(C(CC(=O)O)NC(=O)C2c3ccccc3Oc3ccccc32)cc1 (stereo unspecified) | 5 | 1 | -1 | -2 | -15 | -1 | -6 | 0 | 4
Cc1ccc(-c2noc(CCC(=O)NCCCN3CCN(c4cccc(Cl)c4)CC3)n2)cc1 | -29 | 1 | -2 | -2 | -7 | 5 | -6 | 15 | -5
S=c1nc(-c2csc3c2CCCC3)[nH][nH]1 | 12 | 0 | 14 | 28 | -12 | -7 | 2 | 5 | -17
OC1(C#CCN2CCCC2)c2ccccc2-c2ccccc21 | 2 | 5 | 0 | 2 | -11 | -11 | 6 | x | -15
O=C(CSc1ccc2c(c1)OCCO2)NCc1ccccc1 | 9 | -1 | 1 | 0 | -32 | -5 | 3 | 10 | -13
N/C(=N\OC(=O)COc1cc(Cl)c(Cl)cc1Cl)c1ccncc1 | 5 | 20 | -7 | -4 | -16 | -4 | 5 | 1 | 4
CCOC(=O)/C(N=Nc1ccc(C(=O)O)cc1[N+](=O)[O-])=C(\C)O | 6 | 11 | 0 | 0 | 7 | 0 | 5 | 6 | 12
Cc1ccccc1C(=O)N1CCc2ccccc2C1 | -7 | -1 | -3 | 1 | -3 | -9 | -7 | 3 | -6
Cc1c(C(=O)c2ccc(Cl)cc2[N+](=O)[O-])c2ccccn2c1CCC#N | 17 | 3 | 16 | 19 | 2 | -11 | 4 | 2 | 3
Cc1c(/C=N\NC(=O)c2c[nH]c3ccccc23)cnn1C | 12 | 10 | 4 | 1 | 0 | -1 | 1 | 3 | 6
COc1cccc(N2CCN(C3OC(=O)c4ccccc43)CC2)c1 (stereo unspecified) | -11 | 0 | -2 | 3 | -9 | -9 | 5 | 6 | 5
C=CCc1cc(/C=C2/NC(=O)NC2=O)cc(OCC)c1O | 10 | 33 | -4 | -3 | -1 | -3 | 8 | -5 | 14
COc1ccc2nc(Nc3nc4cc5c(cc4s3)OCCO5)sc2c1 | -45 | 4 | 1 | -1 | -11 | 13 | 3 | 6 | -16
COc1ccc2cnn(-c3ccc(C)cc3)c(=O)c2c1OC | 5 | 3 | -3 | 2 | -16 | 13 | 3 | -3 | 2
CC(=O)c1ccc(N2CCN(C(=S)Nc3cccc(F)c3)CC2)cc1 | -8 | 0 | -1 | 2 | 0 | -3 | 0 | -1 | 4
COc1ccc2nc(C)[nH]c(=O)c2c1 | 6 | 0 | -50 | 0 | -14 | -6 | 4 | -2 | 8
COCCn1c(=NC(=O)c2ccc(S(=O)(=O)N3CCc4ccccc4C3)cc2)sc2cc(S(N)(=O)=O)ccc21 | -76 | 7 | -6 | -7 | -10 | -25 | 5 | 4 | 3
CCN(CC)S(=O)(=O)c1ccc(C(=O)NCC(c2cccs2)N2CCOCC2)cc1 (stereo unspecified) | -12 | 0 | 0 | 0 | -6 | -2 | -3 | 1 | -6
Cc1cccc[n+]1CCCCCCCCCC[n+]1ccccc1C | 0 | 23 | x | x | 0 | -2 | 3 | 0 | -3
CC(C)(C)NC(=O)C(Cc1ccccc1)NS(=O)(=O)c1cccc2nsnc12 (stereo unspecified) | -10 | 5 | 5 | 0 | -1 | -1 | 2 | 2 | -16
COc1ccc(-c2nc(CNS(=O)(=O)c3cc(OC)ccc3OC)cs2)cc1 | 0 | 2 | 3 | 1 | -15 | -1 | -2 | 13 | -5
CCN(CCCNC(=O)CCCCn1c(=O)[nH]c2ccccc2c1=O)c1ccccc1 | 3 | 0 | 4 | 22 | -6 | -12 | -4 | -6 | -6
O=C1N(c2ccccc2)C2CS(=O)(=O)CC2N1c1ccc(Cl)c(Cl)c1 (stereo unspecified) | -13 | 2 | -2 | 1 | -15 | -6 | 0 | -1 | 0
NC(N)=NC(=S)Nc1ccc(Cl)cc1 | 20 | 41 | -3 | -1 | -1 | -9 | 0 | x | 18
CCOC(=O)N1CCC(NC(=O)C(CC(C)C)NC(=O)C2CCCCC2)CC1 (stereo unspecified) | 7 | -10 | 2 | 0 | 13 | 1 | -1 | -5 | 15
Cc1noc(C)c1COc1cccc(C(=O)OCCOc2ccc(F)cc2)c1 | -52 | 1 | 2 | -2 | -17 | -3 | -6 | 12 | -4
CCCCCCCC(=O)NNC(=O)Cc1ccccc1 | -5 | 0 | -10 | 1 | -10 | -6 | -2 | 6 | 4
CC1(C(=O)O)CCC(C(=O)Nc2ccc3ccccc3c2)C1(C)C (stereo unspecified) | 12 | 1 | -2 | 2 | -7 | -4 | -4 | 3 | -14
COc1cccc(C(=O)N2CCN(C3CCC(c4ccccc4)CC3)CC2)c1OC (stereo unspecified) | -6 | 0 | -13 | -1 | -8 | 1 | -9 | 6 | 7
O=c1c2c3c(sc2nc2n1CCCS2)CCCC3 | -19 | 0 | -4 | -2 | -11 | -4 | 4 | 1 | -5
O=C(Nc1ccc(C(=O)NC2CCCCC2)cc1)c1cncc(Br)c1 | 2 | 16 | 7 | 1 | 1 | -5 | -2 | 3 | -3
CCc1c(O)nc2ccccn2c1=O | -17 | 3 | -6 | 0 | x | -7 | 5 | 0 | -4

2 entries from above in another layout:
SMILES: O=C1N(c2ccccc2)C2CS(=O)(=O)CC2N1c1ccc(Cl)c(Cl)c1 (stereo unspecified)
  NPY1 pot ag: -13; Hck Nef HTS: 2; Runt-SMMHC FRET: -2; Runt-CBFb FRET: 1; Mdm2 ligase inh: -15; RBBP9 inh: -6; p97 inhibitor: 0; NPY Y1 blocker: -1; NPY-Y2 PAM-ag: 0

SMILES: NC(N)=NC(=S)Nc1ccc(Cl)cc1
  NPY1 pot ag: 20; Hck Nef HTS: 41; Runt-SMMHC FRET: -3; Runt-CBFb FRET: -1; Mdm2 ligase inh: -1; RBBP9 inh: -9; p97 inhibitor: 0; NPY Y1 blocker: x; NPY-Y2 PAM-ag: 18

Going on with the list:
SMILES | NPY1 pot ag | Hck Nef HTS | Runt-SMMHC FRET | Runt-CBFb FRET | Mdm2 ligase inh | RBBP9 inh | p97 inhibitor | NPY Y1 blocker | NPY-Y2 PAM-ag
CCCc1nc2c(=O)[nH]c3ccccc3c2o1 | 0 | 2 | -1 | -1 | -4 | -4 | -1 | 3 | -1
CCn1c(=O)c([N+](=O)[O-])c(NCCc2ccccc2)c2ccccc21 | 9 | 0 | 4 | 4 | -5 | -10 | 4 | 4 | -24
CC(C)/C=N/Nc1nc(-c2ccc(Br)cc2)cs1 | -18 | -12 | -4 | -1 | -7 | -7 | 13 | -6 | -5
COC(=O)c1sccc1N(C)S(C)(=O)=O | 2 | -1 | -9 | 0 | 3 | -4 | 0 | 3 | -11
CCOc1ccc(/C=N/N(C)c2ccccc2)cc1OC | -22 | -22 | 0 | -2 | -15 | -2 | -7 | 2 | 1
CCn1cc(C(=O)NCCCN2CC(C)CC(C)C2)c(=O)c2cc(S(=O)(=O)N(C)C)ccc21 (stereo unspecified) | -10 | 5 | 0 | 2 | 3 | 0 | 1 | -6 | 2
CS/C(Nc1cc(Cl)ccc1Cl)=C(/C#N)C(=O)c1ccco1 | 51* | 4 | 0 | -1 | -50 | -8 | 11 | x | 6
O=C(CC1C(=O)NCCN1Cc1ccc(-c2ccccc2)cc1)NCCCn1ccnc1 (stereo unspecified) | 15 | 15 | 1 | 1 | -6 | 0 | 4 | x | -9
COc1ccc(-c2c[n+]3c4n2CCCCC4=C(c2ccccc2)C3)cc1 | 17 | 1 | 23 | 31 | -6 | 0 | -1 | 1 | 4

Screening data (PubChem BioAssay)
